Bioassay records deposited in PubChem BioAssay by National Center for Advancing Translational Sciences (NCATS).
GLS inhibitor: glutaminase GLS (human) inhibition. O94925. Potency, µM (titrated, usually from 45.5 µM), without a hit: at the highest dose activity change, negative = inhibition, actives largely listed as inhibitors. GLS enzymatic activity, qHTS titration. AID 624170. 410,000 tested, 0.21% active; further: potency means the concentration at half of the fitted maximal effect; on the % scale 0 is the no-effect control and ±100 the full control effect
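hKGA in 45 mM KH2PO4 (pH 8.2), 0.02% Tween-20 with compound, then 1mM L-Glutamine (stock as added) plus glutamate oxidase/HRP/Amplex red coupling mix. Fluorescence read initially and after 30 min at RT; signal change reflects glutamate formation.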
HP1b binding inh: inhibitors of HP1-beta chromodomain binding to methylated histone tails; P83916; AlphaScreen HP1-beta / biotin-H3K9me3 peptide binding; Potency, µM (doses to about 114 µM), for inactives: at the top dose activity change, negative = inhibition, usual class: inhibitors; 390,000 tested, 0.56% active; AID 540317; further: potency means the concentration at half of the fitted maximal effect; nearly all actives have a fitted effect of over 70% in size; inactives centre near 23
Target sequence (P83916 whole entry, looked up): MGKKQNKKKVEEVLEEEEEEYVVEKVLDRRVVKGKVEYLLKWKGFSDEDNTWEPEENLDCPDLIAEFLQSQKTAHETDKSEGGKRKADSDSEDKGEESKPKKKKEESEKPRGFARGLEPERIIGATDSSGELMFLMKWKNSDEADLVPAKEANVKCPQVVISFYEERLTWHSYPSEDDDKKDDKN
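AlphaScreen: HP1-beta (50 nM) preformed 30 min with biotin-H3(1-18)K9me3 peptide (50 nM) in PBS pH 7.4, 0.01% Tween-20. Compound added for 30 min at RT, then streptavidin donor/nickel chelate acceptor beads (10 ug/mL) for 30 min.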
Tb PGK inh: T. brucei PGK inhibition. P07378. PGK/GAPDH coupled, Kinase-Glo luminescence, 60 min. Potency, µM (titrated, usually from 57.5 µM), for inactives: at the highest dose activity change, negative = inhibition, actives largely listed as inhibitors. 380,000 tested, 0.043% active. AID 602233; further: potency means the concentration at half of the fitted maximal effect; on the % scale 0 is the no-effect control and ±100 the full control effect; nearly all actives have a fitted effect of over 60% in size
Target sequence (P07378 whole entry, looked up): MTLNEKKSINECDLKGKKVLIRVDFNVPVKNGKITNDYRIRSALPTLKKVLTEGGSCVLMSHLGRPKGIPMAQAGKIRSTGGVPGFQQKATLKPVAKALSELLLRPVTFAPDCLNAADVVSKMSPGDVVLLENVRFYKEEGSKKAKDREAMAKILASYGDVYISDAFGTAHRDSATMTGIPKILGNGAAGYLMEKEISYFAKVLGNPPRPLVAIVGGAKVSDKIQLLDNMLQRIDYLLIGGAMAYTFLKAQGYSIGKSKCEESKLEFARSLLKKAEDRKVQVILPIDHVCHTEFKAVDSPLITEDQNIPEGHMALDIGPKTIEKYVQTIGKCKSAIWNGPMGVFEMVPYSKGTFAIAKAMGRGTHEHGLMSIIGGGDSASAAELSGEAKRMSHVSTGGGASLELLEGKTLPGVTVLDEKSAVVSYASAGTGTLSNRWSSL
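Luminescent ATP detection (Kinase-Glo Plus) follows a 60-minute room-temperature incubation, with wells lacking PGK as controls. Buffer: 100 mM TEA (pH 7.6), 5 mM MgCl2, 0.01% Tween-20. Coupling enzyme GAPDH (100 nM final) supplies unstable 1,3-BPG in-well.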
Pin1 inhibitor: blocks the human prolyl isomerase Pin1. Pin1 FP peptide displacement, HiFluor488, 10 min. AID 504891. 390,000 tested, 0.009% active. Potency, µM (highest dose often 115 µM), without a hit: at the highest dose activity, negative = inhibition, hits mostly inhibitors. Q13526; active means well fitted inhibition curve with a large enough effect in the polarisation, with a control signal flat, not every such curve was filed as active; inconclusive means small, poorly fitted or top-dose-only effect, or effect the other way, or a change in a side signal; inactive means no such curve, though single readings can be large or run the other way; the % refers to the polarisation; further: potency means the concentration at half of the fitted maximal effect; on the % scale 0 is the no-effect control and ±100 the full control effect
PI4K2A block: inhibitors of human PI4K2A | purified PI4K2A, ADP-Glo luminescence, 1 h; active compounds read low | 420,000 tested, 0.13% active | activity change, negative = inhibition, % at 76.9 µM | AID 1346378; in the data active means activity change below about -50%; inconclusive means mostly about -30% to -49%;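 further: -100% = wells without enzyme as full effect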
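ADP-Glo luminescence measured ADP generated by PI4K2A enzyme (4 ug/mL before mixing) with 1.2 mM PI substrate (pre-mix) and 300 microM ATP (pre-mix). Tris pH7.5 buffer with MgCl2, Triton X-100; 1 h reaction at ambient temperature.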
TrxR1 inh: inhibitors of rat thioredoxin reductase 1; O89049; recombinant rTrxR1, NADPH fluorescence consumption, selenite substrate; Potency, µM (titrated, usually from 114 µM), for the others: at the top dose activity change, negative = inhibition, actives largely listed as inhibitors; 390,000 tested, 1% active; further: potency means the concentration at half of the fitted maximal effect; on the % scale 0 is the no-effect control and ±100 the full control effect; nearly all actives have a fitted effect of over 65% in size
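Rat TrxR1 (90 nM in the dispensed reagent) was pre-reduced with 400 uM NADPH for 5 min at room temperature, then incubated with compound for 15 min. After 400 uM selenite was added, NADPH fluorescence (Ex 340/Em 450 nm) was followed for 8 min.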
IDH1 R132H inh: blocks human mutant IDH1 R132H enzyme. O75874. IDH1-R132H enzyme, NADPH consumption, diaphorase/resazurin fluorescence. Potency, µM (series often up to 76.6 µM), without a hit: at the highest dose activity change, negative = inhibition, most hits filed as inhibitors. 390,000 tested, 0.093% active. AID 602179; further: potency means the concentration at half of the fitted maximal effect; on the % scale 0 is the no-effect control and ±100 the full control effect; nearly all actives have a fitted effect of over 65% in size
Target sequence (O75874 whole entry R132H, stated change not applied): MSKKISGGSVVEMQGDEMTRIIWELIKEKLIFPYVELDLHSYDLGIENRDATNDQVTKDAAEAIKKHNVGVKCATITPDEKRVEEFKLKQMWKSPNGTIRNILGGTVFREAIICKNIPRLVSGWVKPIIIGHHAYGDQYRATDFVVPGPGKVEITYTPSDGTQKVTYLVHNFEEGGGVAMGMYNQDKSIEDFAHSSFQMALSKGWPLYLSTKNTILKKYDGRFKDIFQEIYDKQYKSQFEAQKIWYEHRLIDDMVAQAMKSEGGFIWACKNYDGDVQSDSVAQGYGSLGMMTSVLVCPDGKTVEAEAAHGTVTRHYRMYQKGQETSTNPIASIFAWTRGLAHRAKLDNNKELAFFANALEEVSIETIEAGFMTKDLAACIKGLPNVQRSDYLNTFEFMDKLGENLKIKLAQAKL
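IDH1-R132H (0.5 ug/mL dispensed) in pH 7.5 Tris buffer was preincubated 30 min with compound, then given a substrate mix of 0.016 mM NADPH and 2 mM alpha-KG for 80 min at room temperature; remaining NADPH was read by diaphorase/resazurin fluorescence.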
USP1-UAF1 inh: USP1/UAF1 (human) deubiquitinase inhibition; O94782; AID 743255; recombinant USP1/UAF1, Ub-Rhodamine cleavage fluorescence; Potency, µM (highest dose often 57.1 µM), without a hit: at the top dose activity change, negative = inhibition, usual class: inhibitors; 390,000 tested, 0.23% active; further: potency means the concentration at half of the fitted maximal effect; on the % scale 0 is the no-effect control and ±100 the full control effect; nearly all actives have a fitted effect of over 60% in size; inactives centre near -12
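High-throughput fluorogenic screen: 1nM USP1/UAF1 complex, Ub-Rho substrate 150nM final, 50mM HEPES pH 7.8 with 0.5mM EDTA, 0.1 mg/ml BSA, 1mM TCEP and 0.01% Tween-20.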
TrxR1 substrate: rat thioredoxin reductase 1 substrate activity. AID 588456. 390,000 tested, 0.01% active. Potency, µM (highest dose often 114 µM), inactives show at the highest dose activity change, negative = substrate turnover. purified TrxR1 substrate turnover, NADPH consumption readout. O89049; further: potency means the concentration at half of the fitted maximal effect; on the % scale 0 is the no-effect control and ±100 the full control effect; nearly all actives have a fitted effect of over 50% in size
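Rat TrxR1, dispensed at 90 nM, was prereduced with 400 uM NADPH (final) for 5 min at ~22 deg C, then incubated with compound 15 min before 400 uM selenite. A first-read NADPH fluorescence drop versus no-compound background flagged substrates.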
The depositor's hits bear a star; i = inactive; ? = inconclusive; . = no result given; [ ] = another dose, or the depositor's remark. Unless noted, the call rests on the fitted dose curve; in most records, active means well fitted curve in the direction sought with a large enough effect; inconclusive means small, poorly fitted or top-dose-only effect, or another doubt; inactive means no such curve, though single readings can be large; an effect the other way counts as inactive or inconclusive.

GLS inhibitor	HP1b binding inh	Tb PGK inh	Pin1 inhibitor	PI4K2A block	TrxR1 inh	IDH1 R132H inh	USP1-UAF1 inh	TrxR1 substrate	canonical_smiles
2%	.	-4%	.	-2	.	0%	-16%	.	NS(=O)(=O)c1ccc(S(=O)(=O)N2CCCC(c3ccccc3)C2)cc1 (centres undefined)
-6%	40%	-2%	6%	2	-20%[57.1 µM]	6%	-2%	4%[57.1 µM]	O=C(NCCc1ccc(Cl)cc1)C(=O)NCC(c1ccco1)S(=O)(=O)c1ccc(Cl)cc1 (centres undefined)
6%	-15%	-5%	-1%	?	-17%	-4%	3%	-2%	O=C(CN1CCc2ccccc21)Nc1ccc2c(c1)OCO2
6%	73%[activator]	-2%	-11%	-6	39%[activator]	1%	?	3%	Cc1oc(-c2ccccc2)nc1CS(=O)CC(=O)O (centres undefined)
16%	11%	5%	-1%	1	18%	11%	-17%	-7%	Cc1oc2ccc(O)c(CN3CCN(C)CC3)c2c1C(=O)Nc1cccc(C(F)(F)F)c1
2%	27%	-8%	-7%	4	6%[57.1 µM]	6%	-2%	17%[57.1 µM]	CCc1nnc(N2C(=O)c3cccc4cccc(c34)C2=O)s1
1%	22%	i	-6%	3	16%	9%	1%	-1%	COCCCNC(=O)C1CC(=O)N(c2ccc(C)cc2)C1 (centres undefined)
-3%	.	0%	.	0	.	-1%	-21%	.	COc1ccc(OC)c(NC(=O)COC(=O)c2ccc(S(=O)(=O)N3CCCCC3)cc2)c1
.	12%	-5%	0%	4	-7%	-2%	-24%	-6%	O=C(CCCCCn1c(=O)[nH]c2ccccc2c1=O)NCCc1c[nH]c2ccccc12
7%	22%	12%	-1%	-12	?	-3%	-10%	140%[activator]	Cc1ccc(-n2nc(C)c(NC(=O)COC(=O)c3ccccc3NCCO)c2C)cc1
17%	5%	-7%	-8%	0	-3%	4%	-18%	11%[0.457 µM]	Cc1[nH][nH]c(=O)c1C(c1ccc(O)c([N+](=O)[O-])c1)c1c(C)[nH][nH]c1=O
5%	?	-6%	9%	-4	10%[11.4 µM]	5%	-6%	5%[11.4 µM]	O=c1c2ccccc2sc2c(CO)ccc(NCCN3CCCCC3)c12
-11%	38%[activator]	-9%	?	1	10%	4%	?	-4%	Cc1c(/C=C(\C#N)C(=O)Nc2cccc(Cl)c2)c2ccccc2n1Cc1ccccc1
20%	10%	6%	-16%	1	-6%	0%	-12%	-6%	O=C(NCCCN1CCOCC1)C1CCN(S(=O)(=O)c2cccc(Cl)c2Cl)CC1
-2%	12%	-6%	59%[activator]	-1	1%	-13%	-16%	-7%	COCCCNC(=O)c1ccc(-n2c(-c3ccccc3)cc3c2CCCCC3)cc1
6%	11%	-1%	-7%	-3	20%[57.1 µM]	-11%	12%	-10%	O=C(Nc1ccc(-c2ccccc2)cc1)c1ccc2c(c1)S(=O)(=O)c1ccccc1C2=O
-1%	22%	-13%	-2%	-7	-12%	3%	-7%	-10%[57.1 µM]	COc1ccc(NC(=O)CN(C)C(=O)CCSc2ccc(F)cc2)cc1
1%	19%	0%	1%	-2	11%	7%	9%	-8%	COc1ccc(N(C(C)=O)c2nc3ccccc3[nH]2)cc1
0%	43%	-8%	0%	-1	3%	-5%	-16%	-4%	O=c1c2cc(Br)ccc2nc(-c2cccc(Cl)c2)n1O
-2%	28%	i	-2%	-5	12%	-2%	-5%	-3%	Cc1ccc[n+](CC(=O)Nc2cccc([N+](=O)[O-])c2)c1
-8%	10%	6%	6%	-16	27%[11.4 µM]	0%	-25%	-5%	Cc1c(NC(=O)c2ccc(Cl)cc2)cc(C(C)C)c(O)c1S(=O)(=O)c1ccc(Cl)cc1
-1%	-4%	-2%	-1%	2	8%	8%	-17%	0%	COc1ccc(NC(=O)CSc2nccn2Cc2ccccc2)c(OC)c1
1%	14%	.	-4%	1	17%	4%	-10%	10%	COc1ccc(OC)c(NC(=O)CCN2CCN(Cc3ccccc3)CC2)c1
4%	25%	i	6%	-9	16%	23%	-9%	18%	CCOc1ccc(/C=C/c2nc(C#N)c(N(C)C)o2)cc1
2%	0%	-3%	-6%	-1	28%[57.1 µM]	0%	-1%	4%[57.1 µM]	COCCNC(=S)N1CCC(NC(=O)c2ccco2)CC1
-5%	-3%	-7%	4%	-2	-6%[57.1 µM]	4%	-18%	0%[57.1 µM]	C/C(=N\NC(=O)c1ccco1)c1cccc2ccccc12
?	-17%	-1%	4%	0	5%	5%	-22%	9%	COc1cccc(Oc2ccc(N)cc2)c1
0%	25%	-3%	-6%	-4	7%	8%	-18%	-3%	COc1ccc(OCCCC(=O)N(C)CC(=O)Nc2ccccc2Cl)cc1
9%	1%	12%	-4%	-3	?	4%	9%	-15%	O=C(CSc1cc([N+](=O)[O-])cc(S(=O)(=O)Cc2ccccc2)c1)NC1CC1
-1%	34%	6%	1%	1	38%[activator]	2%[38.3 µM]	-14%	2%	CC(C)(C)OC(=O)N(Cc1ccccc1)Cc1ccc(OCc2cccc(NC(=O)C3CC3)c2)cc1
8%	24%	i	-5%	-1	-14%	8%	-16%	-16%	Cc1ccc(C(=O)/C=C\NCc2ccccc2)cc1
2%	24%	5%	-4%	-2	-13%	7%	-5%	-6%	Cc1ccc(C)c(Cn2nnc3c(=O)[nH]c(C4CCCN(C(=O)CC(C)C)C4)nc32)c1 (centres undefined)
-1%	?	-1%	?	-1	12%[57.1 µM]	-6%	-16%	7%	O=C(Nc1nccs1)c1ccc(-c2cccc([N+](=O)[O-])c2)o1
1%	14%	-6%	11%	-2	13%	1%	-14%	-2%	COc1ccc(N2C(=O)CC2(/C=C/c2ccccc2OC)C(=O)NC2CCCC2)cc1 (centres undefined)
1%	19%	-3%	2%	6	7%[57.1 µM]	0%	2%	6%[57.1 µM]	CCN(CC)S(=O)(=O)c1ccc(C(=O)OCn2nnc3ccccc3c2=O)cc1
-3%	43%[activator]	-4%	-6%	-6	-9%	2%	-9%	-1%	O=C1CCC(=O)N1CN(C(=O)c1ccco1)c1ccccc1
1%	29%	1%	10%	0	4%	3%	-23%	-1%	CCc1cc(C(=O)N2CCCC(CCC(=O)NCc3cccc(OC)c3)C2)no1 (centres undefined)
-7%	21%	-6%	-19%	2	12%	-2%	8%	2%	CS(=O)(=O)N(CC(=O)NCc1ccco1)c1cc(C(F)(F)F)ccc1Cl
23%	7%	13%	2%	-3	4%[57.1 µM]	2%	-20%	5%[57.1 µM]	Cc1ccc(S(=O)(=O)NC2CC(C)(C)NC(C)(C)C2)c(C)c1C
-2%	?	-4%	-1%	-2	-4%	4%	-11%	8%	c1csc(-c2nn3c(Cn4cnc5ccccc54)nnc3s2)c1
9%	33%	-4%	0%	1	6%	-1%	2%	-3%	Cc1cc(C)n(CC(=O)NNC(=O)CCCOc2ccc(Cl)c(C)c2)n1
-3%	20%	-7%	-1%	1	15%	0%	8%	8%	O=C(CCN1CCCCC1)NCC1OCCc2ccccc21 (centres undefined)
1%	22%	-6%	1%	-4	7%	1%	-24%	-6%	CCCCC12CN3CC(C)(CN(C1)C3c1cc(Br)ccc1O)C2=O (centres undefined)
4%	1%	-6%	1%	0	7%	12%	-21%	8%	O=C(Cc1cccs1)N1CCN(S(=O)(=O)c2ccc(F)cc2)CC1
1%	22%	-5%	-2%	8	-5%	1%	-18%	-5%	C=C(C)C(=O)Oc1ccc(N2C(=O)CCC2=O)cc1
-9%	34%	i	4%	0	0%	3%	-25%	-5%	CCc1nc2sc3c(N4CCC(C)CC4)ncnc3c2c2c1CCCC2
7%	17%	-1%	-4%	2	0%	-7%	-3%	1%	Cc1ccc2ccccc2c1Cn1c(-n2ccnc2)nc2c1c(=O)n(C)c(=O)n2C
10%	4%	0%	-15%	-4	17%[57.1 µM]	5%	6%	-7%	CCCc1cc(C(=O)Nc2sc(C)c(CC)c2C#N)no1
2%	22%	6%	18%	-1	2%	2%	-16%	-2%	Cc1cccc(NC(=O)CSCC(=O)Nc2sccc2C#N)c1
23%	-7%	-10%	0%	0	-4%	4%	-16%	-4%	CSc1cccc(N2CC(C(=O)Nc3ccccc3N3CCCC3)CC2=O)c1 (centres undefined)

Some of the entries so far, as a markdown table.
| structure | GLS inhibitor | HP1b binding inh | Tb PGK inh | Pin1 inhibitor | PI4K2A block | TrxR1 inh | IDH1 R132H inh | USP1-UAF1 inh | TrxR1 substrate |
| --- | --- | --- | --- | --- | --- | --- | --- | --- | --- |
| CCc1nc2sc3c(N4CCC(C)CC4)ncnc3c2c2c1CCCC2 | -9% | 34% | i | 4% | 0 | 0% | 3% | -25% | -5% |
| Cc1ccc2ccccc2c1Cn1c(-n2ccnc2)nc2c1c(=O)n(C)c(=O)n2C | 7% | 17% | -1% | -4% | 2 | 0% | -7% | -3% | 1% |
| CCCc1cc(C(=O)Nc2sc(C)c(CC)c2C#N)no1 | 10% | 4% | 0% | -15% | -4 | 17%[57.1 µM] | 5% | 6% | -7% |
| Cc1cccc(NC(=O)CSCC(=O)Nc2sccc2C#N)c1 | 2% | 22% | 6% | 18% | -1 | 2% | 2% | -16% | -2% |

These rows are one share of the data, so the mix of outcomes need not match the whole.
